DENV2 CPE rescue – inhibitors of DENV2 cytopathic effect, primary screen, cell-based, plate reader, single concentration; DENV2-infected cells, cytopathic effect rescue; CPE inhibition, % at 9.99 µM; 1.7% of 350,000 active; in the data active = CPE inhibition above about 20%, passing the limit was not always enough; inconclusive = no clear call, values can overlap the other calls; tested in BHK-21 cells;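 also: 0% = median of neutral control wells and 100% = median of positive control wells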
Casp6 inh – human caspase-6 inhibitors, primary screen, biochemical, VEID-R110 fluorescence, single point, set 2 | P55212 | purified caspase-6, Z-VEID-R110 cleavage fluorescence | inhibition, % at 12.5 µM | 0.53% of 350,000 active;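 active = mean inhibition across replicates at least about 35%, with every replicate also reaching that limit, limit read from the data; inconclusive = only one of the two criteria met; inactive = neither criterion met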;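 also: 0% = median of neutral control wells and 100% = no fluorescence left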
Target sequence (P55212 24-179 limits assumed): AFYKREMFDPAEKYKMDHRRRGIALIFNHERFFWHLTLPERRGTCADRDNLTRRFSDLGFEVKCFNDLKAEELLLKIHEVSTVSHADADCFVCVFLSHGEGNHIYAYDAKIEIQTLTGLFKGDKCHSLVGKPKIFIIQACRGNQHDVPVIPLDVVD
Target sequence (P55212 194-293 limits assumed): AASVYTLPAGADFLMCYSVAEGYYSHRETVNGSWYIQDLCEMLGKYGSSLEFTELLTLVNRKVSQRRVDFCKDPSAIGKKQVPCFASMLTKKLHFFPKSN
E-selectin induc – E-selectin induction in HUVECs, primary screen, imaging, HUVEC, immunofluorescence imaging, single point; normalized: neutral wells 0, TNF-alpha wells 100; 0.37% of 260,000 active; P16581; activation, % at 7.58 µM;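 active = mean E-selectin-positive cell signal at least 10% of the positive control, reached in at least 60% of replicates, without over 20% cell loss; inconclusive = no rule given, readout overlaps actives, possibly toxicity-flagged; inactive = the rest, including those meeting only one limit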;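 also: in these data hits start at about 27%; measured in HUVEC primary endothelial cells; signal is the percent of cells scored E-selectin positive by PE staining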
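Assay system: HUVEC primary endothelial cells. Input: 3,000 HUVEC seeded per well. Doses: one compound dose added by pin transfer. Read-out basis: % PE-positive cells. Benchmarks: TNF-alpha high, DMSO low. Detection: immunofluorescence imaging. Buffer or medium: EGM-2, gelatin.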
F508del corr – F508del CFTR correction, initial screen, CFBE line, single point. CFBE cells, YFP halide quenching; stimulated with forskolin plus potentiator P3; % fluorescence drop versus neutral controls. activity (quench increase), % at 7.58 µM. 0.36% of 350,000 active;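 active = mean added fluorescence quench of at least 8% versus neutral control, with both replicates also reaching 8%; inconclusive = only one of the mean or replicate conditions met; inactive = mean below 8% and not both replicates reaching 8%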;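 also: cells transiently co-express mutant CFTR-F508del with the halide-sensitive YFP; corrector assay measuring rescue of mutant channel to the surface after 24 h compound exposure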
RAD52 inh – RAD52 DNA annealing inhibitors, primary screen, biochemical, FRET, single point, set 2; DNA repair protein RAD52 homolog (Homo sapiens), P43351; recombinant RAD52 DNA annealing, FRET fluorescence; inhibition, % at 18.7 µM; 0.46% of 360,000 active;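 active = every replicate showing at least 50% inhibition; inconclusive = mean inhibition at least 50% but not in every replicate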
Xi reactivation – activators of inactive X chromosome reactivation, primary screen, imaging, XiGFP fibroblasts, GFP high-content imaging, set 2 | 0.055% of 360,000 active | XiGFP mouse fibroblasts, % GFP-positive cells imaging, 3 d; cells co-treated with 5-aza-dC sensitizer; scaled so ellipticine positive control = 100% | activation, % at 7.58 µM | AID 743238, 2013;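 active = mean normalized replicate activation at least 10% and every replicate at or above 10%; inconclusive = only one of the two criteria met; inactive = mean below 10% and not all replicates reach 10%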;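 also: 0% = median of on-plate neutral control wells and 100% = ellipticine 6 µM median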
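material = 68-5-11 XiGFP fibroblast line | medium = DMEM plus 5-aza-dC sensitizer | schedule = 3 days compound exposure | benchmarks = positive control ellipticine, 6 µM final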
RAD54 inh – inhibitors of human RAD54 branch migration, primary screen, biochemical, fluorescence, single point; RAD54 Holliday junction branch migration, FAM/BHQ fluorescence; inhibition, % at 10.4 µM; AID 602329, 2012; 0.14% of 360,000 active; DNA repair and recombination protein RAD54-like (Homo sapiens), Q92698;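 active = mean normalized replicate activity at least 40 and at least half of replicates scoring 40 or more; inconclusive = only one of the two criteria met; inactive = mean below 40 and under half of replicates reaching 40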;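 also: 0% = median of neutral control wells and 100% = median of positive control wells; inhibitors cause a drop in the FAM fluorescence signal; in these data hits start at about 50%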
Target sequence (Q92698 whole entry, looked up): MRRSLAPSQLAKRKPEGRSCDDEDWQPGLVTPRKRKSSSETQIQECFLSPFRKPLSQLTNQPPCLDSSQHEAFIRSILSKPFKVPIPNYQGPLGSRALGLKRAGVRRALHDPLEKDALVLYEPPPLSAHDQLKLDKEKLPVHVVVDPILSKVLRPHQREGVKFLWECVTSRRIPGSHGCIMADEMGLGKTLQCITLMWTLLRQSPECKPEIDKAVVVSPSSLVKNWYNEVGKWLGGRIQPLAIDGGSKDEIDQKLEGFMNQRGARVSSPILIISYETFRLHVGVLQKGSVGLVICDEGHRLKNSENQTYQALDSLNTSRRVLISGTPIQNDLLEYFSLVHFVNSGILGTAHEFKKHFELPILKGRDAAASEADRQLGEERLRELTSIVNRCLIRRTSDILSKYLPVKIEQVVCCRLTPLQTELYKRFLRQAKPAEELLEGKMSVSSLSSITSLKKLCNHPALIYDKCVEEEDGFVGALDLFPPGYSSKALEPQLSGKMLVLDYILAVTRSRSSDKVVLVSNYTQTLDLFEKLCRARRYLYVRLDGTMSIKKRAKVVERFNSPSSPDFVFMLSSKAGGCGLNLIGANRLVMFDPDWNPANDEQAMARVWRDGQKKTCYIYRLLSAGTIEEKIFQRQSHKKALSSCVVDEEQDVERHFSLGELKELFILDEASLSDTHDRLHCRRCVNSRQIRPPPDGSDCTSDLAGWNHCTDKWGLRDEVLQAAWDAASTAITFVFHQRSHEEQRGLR
GSIS activator – GLuc luminescence reporter in INS-1E cells, primary screen for activators of glucose-dependent secretion of insulin; INS-1E GLuc reporter insulin secretion, 2-3 h; 0.61% of 370,000 active; activation, % at 16.6 µM; AID 743287, 2014;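 active = lowest replicate activation of at least 40%, so every replicate reaches that level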;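 also: 0% = median of neutral control wells and 100% = median of IBMX positive control wells; some compounds called inactive have numbers as strong as hits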
* marks the source's active call; other numbers are inactive results; ? = inconclusive; / = no result given.

The line under a structure holds: DENV2 CPE rescue, Casp6 inh, E-selectin induc, F508del corr, RAD52 inh, Xi reactivation, RAD54 inh, GSIS activator
- Cn1c(CN2CCCC2)nc2cc(NC(=O)c3cccs3)ccc21
  3, -10, -0.4, /, 16, 0.5, /, /
- CC(/C=N/N1C(=O)CSC1=S)=C\c1ccccc1
  -3, 7, /, -0.4, -94, 0.2, /, 2
- CN(c1ccc(OCC(=O)NC2=NCCS2)cc1)S(=O)(=O)c1ccc(F)cc1
  -4, -3, /, 3.8, -17, -0.2, /, -7
- c1ccc(CN2CCN(c3ncnc4nc[nH]c34)CC2)cc1
  4, 1, -0.8, 2.8, -7, 0.2, 0, 21
- Cc1ccc(S(=O)(=O)Nc2ccc3c(c2)C(=O)N([C@H](C)CO)C[C@@H](C)[C@@H](CN(C)C(=O)NC2CCCCC2)OCCCC[C@H](C)O3)cc1
  4, 2, 0.1, 0.9, -5, 0.0, -9, -21
- Cc1ccc(CNC(=O)c2cc(-c3ccccc3C)nn2CC2CC(c3cccnc3)=NO2)cc1 (configuration not stated)
  2, 0, -0.2, 2.2, 1, 0.1, -1, -12
- O=C(Nc1ccc(CN2CCCCC2)cc1)Nc1ccccc1Cl
  -2, -14, /, -1.2, 1, 0.6, /, 17
- CCn1c2ccccc2c2cc(NC(=O)CNCc3ccccc3OC)ccc21
  10, 0, /, 2.6, 10, 0.2, -6, -2
- COCC(=O)NC[C@H]1[C@@H](c2ccc(C3=CCCC3)cc2)[C@@H](CO)N1C(C)=O
  0, -1, -0.2, 1.0, 5, 0.0, -2, 18
- CCCC(=O)Nc1ccc2c(c1)OC[C@H](C)N(Cc1cncnc1)C[C@H](C)[C@@H](OC)CN(C)C2=O
  -7, 1, -0.1, 0.3, 10, 0.1, /, -1
- O=C(C=C=Nc1ccccc1)C(=O)N=C=Cc1ccccc1
  -3, 2, 14, -6.7, -168, -0.2, /, -4
- O=C(CCCN1C(=O)CSc2ncccc21)N1CCN(Cc2ccccc2)CC1
  -1, -2, /, 0.2, -11, -0.1, 1, 10
- CCOc1ccc(C2CC(c3ccc(OC)c(OC)c3)n3nc(N)nc3N2)cc1 (configuration not stated)
  9, -1, /, 0.7, -18, 1.3, -3, -3
- CNC(=O)C[C@@H]1CC[C@H]2[C@@H](COc3ccc(NC(=O)c4ccc(F)c(F)c4)cc3C(=O)N2C)O1
  -6, -2, 0.1, -1.8, 3, 0.1, -6, 6
- CC(=O)Nc1ccc(NC(=O)CSc2nnc(NC(=O)Cc3ccc(F)cc3)s2)cc1
  -4, 2, -4.1, 3.0, 2, 0.2, -12, 20
- CCOC(=O)c1cccc(C2=CC(=O)C[C@H](c3ccc(OC)c(OC)c3)C2)c1
  -6, 3, 0.2, 1.1, -4, 0.0, 9, 6
- Cc1noc(C)c1NC(=O)N(C)C[C@H]1Oc2ccc(NS(=O)(=O)c3c(C)noc3C)cc2C(=O)N([C@@H](C)CO)C[C@@H]1C
  /, /, -6.1, 0.7, /, -0.1, /, 8
- O=C(C[C@@H]1CC[C@H](NS(=O)(=O)c2ccc(F)cc2)[C@H](CO)O1)NCc1ccncn1
  -6, 1, -1.4, 0.2, 3, 0.2, 5, 4
- C[C@@H]1CCCCO[C@H](CN(C)S(=O)(=O)c2ccc(Cl)cc2)[C@@H](C)CN([C@@H](C)CO)C(=O)c2cc(NC(=O)Nc3ccc(F)cc3)ccc2O1
  23*, -1, /, -0.2, 16, -0.1, 6, 36
- OC(c1ccc(Cl)c(Cl)c1)c1ncc(-c2cccc(F)c2)[nH]1 (configuration not stated)
  14, -1, 0.1, 0.1, -80, -0.1, -1, /

Molecules above containing an aryl methoxy group:
The line under a structure holds: DENV2 CPE rescue, Casp6 inh, E-selectin induc, F508del corr, RAD52 inh, Xi reactivation, RAD54 inh, GSIS activator
- CCn1c2ccccc2c2cc(NC(=O)CNCc3ccccc3OC)ccc21
  10, 0, /, 2.6, 10, 0.2, -6, -2
- CCOc1ccc(C2CC(c3ccc(OC)c(OC)c3)n3nc(N)nc3N2)cc1 (configuration not stated)
  9, -1, /, 0.7, -18, 1.3, -3, -3
- CCOC(=O)c1cccc(C2=CC(=O)C[C@H](c3ccc(OC)c(OC)c3)C2)c1
  -6, 3, 0.2, 1.1, -4, 0.0, 9, 6

Additional records.
The line under a structure holds: DENV2 CPE rescue, Casp6 inh, E-selectin induc, F508del corr, RAD52 inh, Xi reactivation, RAD54 inh, GSIS activator
- CN1CCN(c2nc(-c3ccco3)cc(C(F)(F)F)n2)CC1
  1, 0, /, -1.1, -10, /, -3, /
- COc1ccccc1CCC(=O)Nc1ccc2c(c1)c(=O)n(C)n2Cc1ccc(F)cc1
  6, -3, 1.9, 2.6, -39, 0.6, -1, /
- CN1CCC(CO)(Cc2ccccc2)CC1
  3, -2, 0.5, 2.7, 0, /, /, 10
- O=C(CSc1nnc(-c2cccnc2)o1)Nc1nccs1
  2, -3, 1.5, -0.3, -5, 0.0, -5, 9
- CC1(C)Cc2c(cnn2-c2cccc(F)c2)C(NC(=O)Cn2cccn2)C1 (configuration not stated)
  2, 1, /, 1.2, -18, 0.2, -9, 11
- CN(C)CCCNC(=O)C[C@H]1CC[C@@H]2[C@H](COc3ccc(NC(=O)c4cccc(F)c4)cc3C(=O)N2C)O1
  9, 1, 0.1, -0.6, -1, 0.2, 1, 5
- Cc1ccc(C)c(NC(=O)COC(=O)CC2CC3CCC2C3)c1 (configuration not stated)
  2, -2, 0.0, -4.8, -8, 0.2, /, -19
- Cc1ccc(Cc2c(-c3ccc(C)cc3)nc3c(C)cc(Br)cn23)cc1
  -11, 1, 0.2, 11*, -24, 0.1, -2, /
- CCCNC(=O)[C@@H]1CCCN1C(=O)[C@@H]1Cc2ccccc2CN1
  10, 6, 0.7, -3.9, -1, 0.2, -10, 9
- Cc1c(NC(=O)c2cc(-c3ccccc3)on2)c(=O)n(-c2ccccc2)n1C
  -2, 2, /, 1.2, 6, /, 5, -8
- O=C1c2ccccc2C(=O)c2cc(NC(=O)C3CC3)ccc21
  -5, -4, 0.2, /, -13, 0.0, -1, /
- Nc1cccc(Oc2ccc3c(c2)C(=O)NC3=O)c1
  -4, -1, 0.1, 0.4, -21, 0.4, 1, 11
- CCCCC(C)Sc1nc2c([nH]1)c(=S)n(C)c(=O)n2C (configuration not stated)
  5, -1, 0.1, 2.5, -12, 1.2, 1, -4
- Cc1cc(OC(=O)c2c(C)cc(O)cc2O)cc(O)c1C(=O)O
  2, 9, /, 2.0, -22, /, -1, /
- O=C(N[C@@H]1CC[C@@H](CCNS(=O)(=O)c2cccc(Cl)c2)O[C@H]1CO)c1ccncc1
  4, -1, 0.0, 2.9, -2, 0.1, 4, -4
- O=C(NCC[C@@H]1CC[C@H](NS(=O)(=O)c2cccc(F)c2)[C@@H](CO)O1)C1CC1
  14, -3, -0.4, 1.0, 5, -0.2, 3, -8
- COc1ccc(C2N(c3ccc(C)cc3)CCN2c2ccc(C)cc2)cc1O
  -4, -1, -0.8, 0.6, -14, 0.0, /, -9
- C[C@@H]1CN([C@@H](C)CO)C(=O)c2cc(C#CC3CC3)cnc2O[C@@H]1CN(C)C
  /, -9, 0.3, -0.4, 7, 0.4, 8, 18
- C[C@H](CO)N1C[C@H](C)[C@H](CN(C)Cc2ccc(C(=O)Nc3ccccc3N)cc2)Oc2ccc(NC(=O)CCN3CCOCC3)cc2CC1=O
  10, -2, 1.1, -1.3, 6, 0.4, /, 5
- O=C1CSC(=S)N1/N=C/c1cccc(C(F)(F)F)c1
  -4, /, -0.1, -2.8, -13, 0.1, -5, 17

Next part.
The line under a structure holds: DENV2 CPE rescue, Casp6 inh, E-selectin induc, F508del corr, RAD52 inh, Xi reactivation, RAD54 inh, GSIS activator
- CCCC[n+]1c(C)sc2ccc(C)cc21
  1, 0, -0.1, 2.7, -7, 0.1, /, 18
- O=C(O)CN1C(=O)/C(=C\c2cccc(OC(=O)c3ccco3)c2)SC1=S
  -6, 2, -0.2, 0.0, -24, 0.0, -6, 5
- C[C@@H]1CCCCO[C@@H](CN(C)CC2CCCCC2)[C@@H](C)CN([C@@H](C)CO)C(=O)c2cc(NS(=O)(=O)c3cn(C)cn3)ccc2O1
  -2, -2, 3.9, -3.3, 0, -1.1, -3, 5
- COc1ccc(NC(=O)c2cccc3c(-c4ccc(O)c(OC)c4)coc23)cc1
  0, 0, 0.2, -0.4, -15, 0.1, 5, 4
- CCOc1ccccc1NC(=O)CNC(=O)CNC(=O)Cc1ccccc1
  -3, -2, /, 0.5, 0, 0.0, 5, -8
- O=C(COc1ccc(S(=O)(=O)NCc2ccccc2)cc1)N1CCOCC1
  1, -2, /, 5.6, -7, /, 9, -15
- CCOC(=O)CSc1nc2cc(S(=O)(=O)N3CCOCC3)ccc2n1CC
  -7, -140, 0.2, -2.1, 8, 0.3, -3, 25
- CO[C@H]1CC[C@H]2CCOc3ccc(C#N)cc3C(=O)N(C)C[C@@H](OC)[C@H](C)C(=O)N(C)C[C@@H]1O2
  -1, 12, 0.0, /, -15, 0.0, -2, 14
- COc1ccc(CN(C)C[C@H]2OCCCC[C@@H](C)Oc3ccc(NC(=O)C4CCCCC4)cc3C(=O)N([C@@H](C)CO)C[C@@H]2C)cc1
  -2, -2, 0.0, -1.6, 18, 0.2, 2, -28
- COc1ccc(C(=O)OCc2ccc(C)cc2)cc1S(=O)(=O)N1CCOCC1
  10, 1, 0.6, -3.5, 9, 0.0, -4, -36
- COc1cnc(-c2cccc(C(F)(F)F)c2)c(NC(=O)c2cc3ccccc3s2)n1
  12, -2, 0.6, 0.9, 1, 0.0, 8, -21
- Cc1c(Cl)cccc1NC(=S)NCCc1ccc(C(F)(F)F)cc1
  1, 1, 0.5, 0.5, 10, 0.2, -13, /
- C[C@H]1CN([C@@H](C)CO)C(=O)c2cc(NS(C)(=O)=O)ccc2O[C@@H]1CN(C)Cc1ccc(Cl)c(Cl)c1
  0, 0, ?, -0.3, 16, 0.0, 1, -16
- O=C(O)Cn1c(=O)c2c3c(sc2n(Cc2ccc(Cl)cc2Cl)c1=O)CCCC3
  2, 25, 1.8, 2.7, -10, 0.0, /, 2
- O=C([O-])c1ccccc1-[n+]1c(-c2ccccc2)cc(-c2ccccc2)cc1-c1ccccc1
  -10, /, -0.3, 0.0, 47, 0.0, -10, -38
- CC(C)C#Cc1ccc([C@@H]2[C@H]3CN(C(=O)Nc4ccccc4)CCCCN3[C@H]2CO)cc1
  -3, -2, -0.3, -3.6, 2, 0.0, -7, -19
- CCCNC(=O)[C@@H]1[C@@H](CO)[C@@H]2Cn3c(ccc(-c4ccccc4)c3=O)[C@H]1N2C(=O)CC
  8, 1, 0.4, -0.2, 1, 0.0, /, 0
- CCC(C)c1ccccc1NC(=O)C(C)N(C)Cc1cccc(OC)c1 (configuration not stated)
  3, 1, /, -0.3, -1, 0.4, -9, 28
- CCCCCCCN1CCN=C1N(C)C
  -8, -1, 0.2, 0.8, 1, -0.2, -21, 5

An unsorted share of the library, and some 3.7% of all compounds hit somewhere here.
